Source: PubChem BioAssay (several laboratories)
HCV core dimer: blocks dimerization of HCV core protein. AID 1899. hit rate 0.33% among 300,000. inhibition, % at 5 µM. TR-FRET GST/Flag-core106 dimerization, 1536-well;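 active = inhibition above the mean of all tested compounds plus 3 SD, set per screening campaign, cut at about 45% in these data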
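assay system = GST-tagged and Flag-tagged HCV core protein residues 1-106 | controls = unlabelled core106 and no-GST-core106 wells | incubation = compound-protein-antibody incubation 4 h at 22.5 °C | probe or stimulus = Eu donor and XL665 acceptor anti-tag antibodies | read-out = % inhibition based on acceptor/donor emission ratio | signal = TR-FRET 671 and 617 nm emission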
EBNA-1 inhibitor: blocks EBNA-1 binding to DNA | inhibition, % at 14.8 µM | EBNA-1 DNA binding, fluorescence polarization | hit rate 0.34% among 300,000; in the data active = inhibition above about 28%
PP5 primary: PP5 (human) phosphatase inhibition; P53041; purified PP5c, OMFP substrate fluorescence; inhibition, % at 6.7 µM; hit rate 0.18% among 320,000; AID 1987;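 active = inhibition above the campaign's mean inhibition across all tested compounds plus 3 SD, cut at about 9.5% in these data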;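 note: 0% = DMSO only and 100% = 100 µM cantharidin control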
PREPL inh: human PREPL enzyme inhibition; recombinant PREPL, fluorescence polarization activity-based probe; inhibition, % at 5.96 µM; Q4J6C6; hit rate 0.68% among 320,000; AID 2751; in the data active = inhibition above about 43%;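 note: 0% = enzyme with DMSO and 100% = wells lacking enzyme; many of its hits are not listed in these tables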
Target sequence (Q4J6C6 whole entry, looked up): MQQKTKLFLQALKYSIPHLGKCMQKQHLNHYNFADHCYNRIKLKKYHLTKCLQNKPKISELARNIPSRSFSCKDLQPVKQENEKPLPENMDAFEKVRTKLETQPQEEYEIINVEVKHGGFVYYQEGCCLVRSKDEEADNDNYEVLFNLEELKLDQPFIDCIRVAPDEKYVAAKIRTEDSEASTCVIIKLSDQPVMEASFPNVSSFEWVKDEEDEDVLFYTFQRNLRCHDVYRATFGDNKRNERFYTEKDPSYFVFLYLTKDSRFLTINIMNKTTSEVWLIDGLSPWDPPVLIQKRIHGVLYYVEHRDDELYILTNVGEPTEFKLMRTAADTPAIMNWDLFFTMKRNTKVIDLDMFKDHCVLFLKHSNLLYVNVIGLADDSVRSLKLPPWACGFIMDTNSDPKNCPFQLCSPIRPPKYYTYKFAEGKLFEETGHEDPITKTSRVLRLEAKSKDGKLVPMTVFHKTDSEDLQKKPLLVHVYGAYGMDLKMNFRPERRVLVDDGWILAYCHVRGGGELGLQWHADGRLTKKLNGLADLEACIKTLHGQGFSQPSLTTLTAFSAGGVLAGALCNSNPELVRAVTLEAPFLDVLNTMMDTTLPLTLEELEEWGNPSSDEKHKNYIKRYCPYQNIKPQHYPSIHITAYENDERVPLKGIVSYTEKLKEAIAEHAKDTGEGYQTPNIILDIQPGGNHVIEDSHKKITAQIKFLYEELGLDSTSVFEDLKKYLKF
Fh CTSL1 inh: counter-screen for PFM18AAP inhibitors: inhibitors of F. hepatica cathepsin L1 | hit rate 0.49% among 300,000 | inhibition, % at 5.96 µM | recombinant F. hepatica cathepsin L1, Z-Leu-Arg-MCA fluorescence;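 active = inhibition above the mean of all tested compounds plus 3 SD, set per screening campaign, cut at about 17% in these data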;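 note: 0% = plate median of test compound wells and 100% = 1 µM Z-Phe-Ala-diazomethylketone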
TPT1 inh: C. albicans TPT1 enzyme inhibition; recombinant caTPT1, FP RNA substrate dephosphorylation; inhibition, % at 5 µM; hit rate 0.81% among 300,000; AID 1962;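 active = inhibition above the mean of all tested compounds plus 3 SD, set per screening campaign, cut at about 24% in these data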;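 note: plate controls were DMSO alone for no effect and ferristatin control at 100 nM for full effect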
Efflux pump inh: blocks antifungal efflux pumps in multiplex yeast assay; S. cerevisiae Candida pump triplex, Nile Red efflux; inhibition, % at 10 µM; hit rate 0.44% among 330,000; AID 485275;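 active = plate passing quality check with inhibition over a set limit, or well fluorescence over plate mean plus 4 SD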;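 note: Nile Red retained in pooled yeast measured as flow cytometry median fluorescence; 0% = buffer negative control and 100% = Enniatin B positive control; higher means more Nile Red kept so more efflux inhibition; some compounds called inactive have numbers as strong as hits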
ZTA DNA inh: counter-screen for EBNA-1 inhibitors: inhibitors of Epstein-Barr virus ZTA; P03206; ZTA-DNA binding, fluorescence polarization; inhibition, % at 11 µM; hit rate 0.15% among 320,000; in the data active = inhibition above about 33%
PP1 counter: counter-screen for PP5 inhibitors: inhibitors of human PP1-alpha; P62136; purified PP1alpha, OMFP fluorescence; inhibition, % at 6.7 µM; hit rate 0.9% among 320,000;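 active = inhibition above the mean inhibition of all tested compounds plus 3 SD, computed separately for each screening campaign, cut at about 15% in these data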
Target sequence (P62136 whole entry, looked up): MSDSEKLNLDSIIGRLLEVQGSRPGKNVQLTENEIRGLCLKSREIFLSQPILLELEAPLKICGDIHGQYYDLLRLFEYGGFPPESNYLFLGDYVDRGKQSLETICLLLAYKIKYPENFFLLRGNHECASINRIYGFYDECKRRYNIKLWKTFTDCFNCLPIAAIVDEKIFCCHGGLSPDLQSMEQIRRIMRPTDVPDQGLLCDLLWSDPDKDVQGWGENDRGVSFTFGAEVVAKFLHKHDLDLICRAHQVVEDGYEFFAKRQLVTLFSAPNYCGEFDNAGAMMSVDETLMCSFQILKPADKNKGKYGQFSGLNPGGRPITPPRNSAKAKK
An asterisk follows results filed as active; / = not tested or not shown. A portion of the library; count on the stated rates, not on these rows.

Values run as follows: HCV core dimer	EBNA-1 inhibitor	PP5 primary	PREPL inh	Fh CTSL1 inh	TPT1 inh	Efflux pump inh	ZTA DNA inh	PP1 counter
> CCn1c2ccccc2c2cc(NC(=O)c3coc(=O)c(Br)c3)ccc21
→ 4	1	-0.9	21	1	9	0.3	-8	4
> Cc1cc(C)c(NC(=S)N(Cc2cccnc2)Cc2ccco2)c(C)c1
→ 1	-10	1.9	8	-6	1	0.2	-8	0
> Cc1cccc(OCC(=O)Nc2ccc(NC(=O)c3ccco3)c(C)c2)c1
→ 2	4	1.7	9	2	-3	-0.1	-5	5
> O=C(COC(=O)c1ccc(NS(=O)(=O)c2ccc(F)c(F)c2)cc1)NCC1CCCO1 (centres undefined)
→ -1	-9	-2.6	-5	-1	-5	0.0	13	1
> CCCN(CCC)CC(O)COc1ccc([N+](=O)[O-])cc1 (centres undefined)
→ -5	14	0.2	5	2	0	-0.1	21	1
> Cc1cc(C)n(-c2cccc(Cl)c2C#N)n1
→ -4	3	1.3	9	0	-4	-0.1	-19	2
> NC(=S)Nc1ccc(F)c(F)c1F
→ -3	-7	-1.3	-5	4	1	-0.1	2	-2
> COc1ccc(-c2cc(C(=O)OC3CCOC3=O)c3ccccc3n2)cc1OC (centres undefined)
→ -2	2	2.2	7	-6	-2	0.0	-16	-2
> CC(C)Oc1ccc(C(=O)Nc2cc(=O)n(C)c(=O)n2C)cc1
→ -2	12	1.2	-2	2	-1	-0.1	15	-2
> O=C(NCc1cccc(Cl)c1)c1cccc(S(=O)(=O)N2CCCCC2)c1
→ /	/	2.0	7	/	/	0.1	12	-3
> O=C(COC(=O)c1cccs1)Nc1cccc(S(=O)(=O)N2CCOCC2)c1
→ 0	11	-0.2	2	-5	0	0.0	12	2
> CC(C)(C)NC(=O)CN(C(=O)C1CSC(=O)C1)c1ccc2c(c1)OCCO2 (centres undefined)
→ 2	1	-1.6	0	4	0	0.1	-29	-1
> COc1ccccc1N(C(=O)CNC(=O)c1ccco1)C(C(=O)NCC1CCCO1)c1ccccc1 (centres undefined)
→ 2	2	1.2	-3	-2	0	0.0	-11	0
> O=C(O)c1ccc(-c2ccc(/C=c3/sc4nc5ccccc5n4c3=O)o2)cc1Cl
→ 10	-5	2.1	2	0	49*	0.8*	34*	-4
> COc1ccc(Br)cc1/C=N/NC(=O)c1cccnc1
→ 1	1	2.1	-6	-3	-2	-0.1	8	-3
> CCC(=O)Oc1ccc(C/C(=N\O)c2ccc(O)cc2O)o1
→ -2	5	1.8	27	-5	4	-0.1	-3	2
> Cc1ccc(S(=O)(=O)N2CCCC(C(=O)NCc3ccco3)C2)cc1Cl (centres undefined)
→ 0	1	-1.6	9	9	-1	0.0	-6	7
> C=CCn1c(Oc2ccc(C(=O)OC)cc2)nc2c1c(=O)n(C)c(=O)n2C
→ -1	-12	4.8	10	-1	2	0.1	0	-2
> CN(CCCNC(=O)c1ccc(/C=N/O)nc1)CCCN(C)Cc1ccccc1
→ 2	8	2.7	10	-2	1	0.1	-11	-3
> O=C(c1cccs1)N1CCCC(c2nc(-c3ccc(F)cc3)no2)C1 (centres undefined)
→ 1	10	-3.7	-8	3	3	0.4	6	-5
> CCOc1ccccc1N=Cc1c(O)c2ccccc2oc1=O
→ 3	-1	1.3	-7	1	-1	-0.1	15	0
> COC(=O)C1=CN(Cc2ccc(C)cc2)C=C(C(=O)OC)C1c1cc(OC)c(OC)c(OC)c1
→ 8	5	3.0	38	8	-2	0.2	9	5
> CCn1c(=S)sc2nc(C)sc21
→ -3	-1	2.2	18	2	5	0.2	5	2
> Cc1ccc(NC(=O)Nc2cc(Cl)ccc2C2COC(=O)C2=N)cc1 (centres undefined)
→ 2	24	0.6	-3	-5	-1	0.0	23	0
> CC1(C)CC2(CCO1)CNC(=O)O2 (centres undefined)
→ 3	1	-0.4	-8	-3	0	0.0	1	-1
> COC(=O)c1ccc(/C=C/c2c(-c3ccsc3)oc3ccc(N4CCOCC4)cc23)cc1
→ -10	-1	1.8	20	-10	1	0.0	-3	-4
> CSc1cccc(CN2CCCC(C(=O)Nc3cccc(-n4cccn4)c3)C2)c1 (centres undefined)
→ -7	-7	-0.5	-33	0	0	0.3	0	7
> Cc1c(C#N)c(NC(=O)CCl)n(Cc2ccc(F)cc2)c1C
→ 3	0	1.3	10	12	2	-0.1	-1	-2
> Cc1nn(-c2ccccc2)c(C)c1/C=C/C(=O)OCC(=O)Nc1ncc(Cl)cc1Cl
→ -1	-13	2.4	2	-12	1	0.2	-17	6
> C=CCN(CC=C)CC(O)Cn1c2ccccc2c2ccccc21 (centres undefined)
→ 2	-1	4.4	5	-2	-3	0.0	13	-1

Full records from above. Values in the order: HCV core dimer | EBNA-1 inhibitor | PP5 primary | PREPL inh | Fh CTSL1 inh | TPT1 inh | Efflux pump inh | ZTA DNA inh | PP1 counter
`O=C(c1cccs1)N1CCCC(c2nc(-c3ccc(F)cc3)no2)C1` (centres undefined) in the list: 1 | 10 | -3.7 | -8 | 3 | 3 | 0.4 | 6 | -5
`C=CCN(CC=C)CC(O)Cn1c2ccccc2c2ccccc21` (centres undefined) in the list: 2 | -1 | 4.4 | 5 | -2 | -3 | 0.0 | 13 | -1
`O=C(COC(=O)c1ccc(NS(=O)(=O)c2ccc(F)c(F)c2)cc1)NCC1CCCO1` (centres undefined) in the list: -1 | -9 | -2.6 | -5 | -1 | -5 | 0.0 | 13 | 1
`Cc1ccc(NC(=O)Nc2cc(Cl)ccc2C2COC(=O)C2=N)cc1` (centres undefined) in the list: 2 | 24 | 0.6 | -3 | -5 | -1 | 0.0 | 23 | 0
`CSc1cccc(CN2CCCC(C(=O)Nc3cccc(-n4cccn4)c3)C2)c1` (centres undefined) in the list: -7 | -7 | -0.5 | -33 | 0 | 0 | 0.3 | 0 | 7

Part of the list above, field by field:
O=C(c1cccs1)N1CCCC(c2nc(-c3ccc(F)cc3)no2)C1 (centres undefined)
  HCV core dimer = 1 | EBNA-1 inhibitor = 10 | PP5 primary = -3.7 | PREPL inh = -8 | Fh CTSL1 inh = 3 | TPT1 inh = 3 | Efflux pump inh = 0.4 | ZTA DNA inh = 6 | PP1 counter = -5

CCOc1ccccc1N=Cc1c(O)c2ccccc2oc1=O
  HCV core dimer = 3 | EBNA-1 inhibitor = -1 | PP5 primary = 1.3 | PREPL inh = -7 | Fh CTSL1 inh = 1 | TPT1 inh = -1 | Efflux pump inh = -0.1 | ZTA DNA inh = 15 | PP1 counter = 0

Further results follow.
| SMILES | HCV core dimer | EBNA-1 inhibitor | PP5 primary | PREPL inh | Fh CTSL1 inh | TPT1 inh | Efflux pump inh | ZTA DNA inh | PP1 counter |
| --- | --- | --- | --- | --- | --- | --- | --- | --- | --- |
| Cc1cc(NC(=O)CS(=O)(=O)c2ccc(Cl)cc2)no1 | -4 | -2 | -0.8 | -3 | 2 | -5 | 0.0 | 1 | -2 |
| CCN(CC)S(=O)(=O)c1cccc(C(=O)OC2CC(C)OC2=O)c1 (centres undefined) | 5 | 6 | -0.1 | 0 | -5 | -1 | -0.1 | 13 | 0 |
| COc1ccc(Nc2ncnc3c2oc2ccccc23)cc1 | -1 | -8 | 1.8 | 16 | 4 | 0 | 0.1 | 5 | 0 |
| Cn1c2c(c(=O)n(C)c1=O)CN(Cc1ccco1)CN2 | -2 | -13 | 1.3 | 0 | -7 | -2 | 0.0 | -27 | -3 |
| O=C(O)COCc1nc2ccccc2[nH]1 | -4 | -4 | 3.5 | 12 | 0 | -1 | -0.1 | -18 | -2 |
| COc1ccc(-c2cc(=O)oc3c(C)c(OCC(=O)N(C)C)ccc23)cc1 | 2 | 2 | 0.6 | 14 | 3 | 1 | -0.2 | 4 | -1 |
| CC1(C)NC(=O)N(CC(=O)OCC(=O)Nc2sccc2C#N)C1=O | 5 | 1 | 1.1 | 2 | -8 | -3 | 0.0 | 2 | -4 |
| C=CCN(c1ccc(Cl)cc1)S(=O)(=O)c1cccc(C(=O)O)c1 | 2 | -20 | 3.3 | -10 | -1 | 2 | 0.0 | -4 | -4 |
| O=C(CN1C(=O)COc2ccccc21)N(Cc1cccnc1)Cc1cccc(F)c1 | -1 | 0 | 0.8 | -1 | -4 | -1 | 0.0 | -15 | -2 |
| O=C(NCC1CCCO1)c1cccc(N2CCCC2=O)c1 (centres undefined) | 5 | -10 | -0.8 | 3 | 6 | -10 | 0.2 | 4 | -4 |
| CC1=C(C(=O)OCC2CCCO2)C(c2ccc(O)cc2)NC(=O)N1 (centres undefined) | -1 | 0 | 0.5 | 5 | 3 | -1 | -0.1 | 3 | -4 |
| COc1ccc(CCC(=O)OC(C)C(=O)c2ccc(C)cc2)cc1 (centres undefined) | 5 | 4 | 0.9 | -20 | -3 | 3 | 0.1 | 1 | -3 |
| Cc1ccc(OCC(=O)NNC(=O)c2cccnc2)cc1 | -2 | 6 | -1.2 | 1 | -15 | -5 | -0.2 | 9 | -2 |
| O=C(NCC(=O)N1CCCCCC1)c1ccc(OC(F)F)cc1 | -8 | -6 | 0.7 | 0 | -3 | 2 | 0.8 | -1 | -5 |
| O=[N+]([O-])c1cccc(/C=N/NC2=NCCCCC2)c1 | -6 | -10 | -3.2 | 2 | -7 | 2 | 0.2 | -5 | -5 |
| CCOC(=O)NC(=O)CSc1ccc2ccccc2n1 | -4 | -8 | 0.5 | 11 | 1 | -2 | -0.1 | -12 | 1 |
| Cc1ccc(CN2CCN(Cc3cc(=O)c4ccccc4[nH]3)CC2CCO)o1 (centres undefined) | -2 | -2 | 0.6 | 16 | 3 | -2 | 0.1 | -2 | 0 |
| CCOc1ccc(CNC(=O)C2CCN(C(=O)N3CC(C)Oc4ccccc43)CC2)cc1 (centres undefined) | 7 | 1 | 1.8 | 9 | 0 | -4 | -0.1 | 14 | 0 |
| Cc1cc(C)c(C#N)c(SCc2ccccc2[N+](=O)[O-])n1 | 3 | 1 | 3.0 | 0 | 1 | -1 | 0.1 | 9 | 9 |
| Cc1cc(NC(=O)c2cc(-c3cccnc3)nc3c(C)c(C)ccc23)no1 | 11 | -4 | 5.6 | -11 | -1 | 3 | 0.3 | -24 | 5 |
| CCn1c2ccccc2c2nnc(SCC(N)=O)nc21 | -15 | 2 | -1.2 | 17 | 4 | -4 | -0.1 | -21 | -1 |
| CS(=O)(=O)N(CC(=O)N1CCN(c2ccccc2)CC1)Cc1ccc(Cl)cc1 | 2 | 4 | -1.0 | -21 | -1 | -1 | 0.0 | 2 | -3 |
| CCC(=O)N1CCN(c2ccc(NC(=S)NC(=O)COc3ccccc3)cc2)CC1 | -2 | -8 | 1.7 | 23 | -2 | -2 | -0.1 | -8 | 3 |
| COc1ccc(S(=O)(=O)Nc2ccc3c(c2)OCO3)cc1C | -1 | 3 | 3.4 | 12 | 4 | 0 | -0.1 | -7 | -1 |
| CN(C)c1ncc(S(=O)(=O)c2ccc(Cl)cc2)c(-c2ccc(Cl)cc2Cl)n1 | 7 | 7 | 0.7 | 7 | -1 | -3 | 0.0 | -3 | 0 |
| COc1cccc(Nc2nc3ccccc3c(=O)[nH]2)c1 | -1 | -9 | 2.9 | -4 | -1 | -3 | -0.2 | -12 | -2 |
| Cc1ccc(S(=O)(=O)NC(=O)COc2ccccc2C)cc1 | -2 | 8 | -0.9 | -7 | -5 | 1 | 0.0 | 12 | -4 |
| O=S(=O)(NCc1ccccc1)NCc1ccccc1 | 7 | 0 | 1.6 | -2 | 0 | -1 | -0.1 | -4 | 2 |
| COc1cc(/C=C2\SC(c3ccc(C)cc3)=NC2=O)cc(OC)c1OC | 4 | 12 | 1.4 | 16 | 4 | 30* | 0.0 | 4 | 3 |
